# GPR35 antagonists – inhibition of zaprinast-stimulated GPR35 beta-arrestin translocation – imaging, U2OS, beta-arrestin-GFP, zaprinast agonist, primary screen (AID 2058); U2OS GPR35 beta-arrestin-GFP translocation imaging, zaprinast antagonism; higher % means a stronger effect; inhibition, % at 10 µM; hits with a dose series show IC50 in µM; 290,000 tested, 0.052% active;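 active = inhibition of at least 50% with at least 30 cells and total cytoplasm GFP at most 10,000,000; inconclusive = under 30 cells or total GFP of 10,000,000 plus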
# GPR55 antagonists – GPR55 antagonists blocking LPI-driven arrestin recruitment, primary screen, imaging, U2OS, beta-arrestin-GFP, LPI agonist (AID 2013); U2OS GPR55 beta-arrestin-GFP translocation imaging, LPI antagonism; higher % means a stronger effect; one-dose inhibition, % at 10 µM; IC50 in µM for titrated hits; 290,000 tested, 0.13% active;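 active = spots per cell inhibited over 60%, with over 100 cells counted and total cytoplasm intensity under 500,000; inconclusive = wells with under 100 cells, flagged as likely toxic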;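 also: U2OS cells stably carrying GPR55 and arrestin-GFP stimulated by 5 µM LPI near EC80; imaged beta-arrestin-GFP aggregate spots per cell after agonist stimulation; plate controls were LPI-stimulated DMSO wells for no effect and DMSO wells without LPI for full effect; some results filed as inactive read as strong as hits; confirmed hits need IC50 under 10 µM and bright autofluorescent wells are also inconclusive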
# NOD1 NF-kB reporter – inhibition of NOD1-driven NF-kB reporter – cell-based, luminescence, uHTS, primary screen (AID 1578). NOD1-driven NF-kB luciferase reporter cells, luminescence; higher % means a stronger effect. inhibition, % at 4 µM, or EC50 in µM where a hit was titrated. 290,000 tested, 1% active; in the data active = inhibition mostly above about 36%, no sharp cut-off; inactive = mostly below about 34%;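 also: HEK-293T reporter cells stimulated with the NOD1 agonist gamma-tri-DAP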
# KOR beta-arrestin-1 – kappa opioid receptor activators – cell-based, luminescence, uHTS, primary screen (AID 1777). KOR beta-arrestin recruitment, luminescence; higher % means a stronger effect. 280,000 tested, 0.02% active. one-dose activation, % at 10 µM; EC50 in µM for titrated hits; in the data active = activation above about 50%, passing the limit was not always enough; also: a part of the inactive calls stands beside numbers as strong as those of hits
# KOR beta-arrestin-2 – KOR antagonists, beta-arrestin recruitment, cell-based, luminescence, uHTS (AID 1778); KOR beta-arrestin recruitment, luminescence, antagonist mode; higher % means a stronger effect; one-dose inhibition, % at 10 µM; IC50 in µM for titrated hits; 290,000 tested, 0.091% active; also: strong numbers were not always called active
# GPR55 activation – selective activators of receptor GPR55 – imaging, U2OS cells, beta-arrestin-GFP redistribution, primary screen (AID 1961) | U2OS GPR55 beta-arrestin-GFP redistribution imaging; higher % means a stronger effect | activation, % at 10 µM; hits with a dose series show EC50 in µM | 290,000 tested, 0.048% active;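 active = activation above 40% with more than 50 cells counted in the well; inconclusive = wells holding fewer than 50 cells, flagged as toxic or sparse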;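 also: U2OS osteosarcoma cells stably expressing GPR55 and beta-arrestin-GFP; plate controls were DMSO negative control for no effect and LPI positive control for full effect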
# HEK293 NOD2/NF-kB – inhibition of NOD2-driven NF-kB reporter – cell-based, luminescence, uHTS, HEK293 (AID 1566) | HEK293 NOD2/NF-kB luciferase reporter, luminescence; higher % means a stronger effect | inhibition, % at 4 µM; hits with a dose series show EC50 in µM | 290,000 tested, 0.63% active; also: many of its hits are not listed in these tables
# HIV peptide binding – inhibitors of HIV fusion peptide binding, primary screen, biochemical, uHTS, fluorescence dequenching (AID 1986); cell-free peptide binding, fluorescence dequenching, 30 min; higher % means a stronger effect; inhibition, % at 20 µM, or IC50 in µM where a hit was titrated; 290,000 tested, 0.3% active; in the data active = inhibition mostly above about 52%, no sharp cut-off; inactive = mostly below about 76%; also: some results filed as inactive read as strong as hits
# Myeloid diff MLP – compounds promoting myeloid differentiation. ER-HoxA9 myeloid progenitors, lysozyme-GFP differentiation, flow cytometry. 360,000 tested, 1% active. AID 624256. calls only at 10 µM;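 active = normalized GFP-positive differentiation at or above the plate's own cutoff, the solvent-only control mean plus 3 SD; inconclusive = no clear call, values can overlap the other calls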;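 also: cells exposed to compound for four days before flow analysis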
# Myeloid diff MLP GFP+ MAC1+ % – second read-out of Myeloid diff MLP, no call of its own (marks repeat the call); GFP+ MAC1+ double positive, %; measured here: differentiation confirmed by MAC1 staining
# * = called active by the depositor; i = inactive; ? = inconclusive; / = not tested or not shown; [ ] = remark or other dose. Rule as the data show it, unless noted: active = inhibition above about 50%; inactive = the rest. Only part of the results is shown (hit frequency here may not be typical).
SMILES,GPR35 antagonists,GPR55 antagonists,NOD1 NF-kB reporter,KOR beta-arrestin-1,KOR beta-arrestin-2,GPR55 activation,HEK293 NOD2/NF-kB,HIV peptide binding,Myeloid diff MLP,Myeloid diff MLP GFP+ MAC1+ %
C[C@H](NC(=O)NCc1cccs1)C(=O)O,11%,7%,-33%,-4.9%,7%,0.3%,5%,-0.8%,i,3.8
Cc1csc2ncc(C(=O)N3CCCc4ccccc43)c(=O)n12,2%,9%,-10%,-0.9%,22%,0.3%,10%,1.1%,i,4.0
O=S(=O)(c1ccc2c(c1)OCCO2)N1CCN(c2nc3ccccc3s2)CC1,-3%,26%,-23%,0.5%,-4%,-0.1%,7%,-2.0%,i,13
C[C@H](NC(=O)c1cc2cc(Cl)ccc2n1C)C(=O)N1CCC[C@H]1C(=O)O,7%,6%,-23%,-4.2%,-31%[20 µM],-0.1%,0%,1.4%,i,3.6
Cc1ccc2c(c1C)OC(=O)CC2(C)C,-1%,4%,-11%,-3.1%,11%,0.7%,17%,-1.2%,i,0.6
O=C(Nc1ccccc1)C1CC(=O)n2ncnc2N1 (stereo unspecified),0%,2%,-22%,-4.2%,-27%,-0.3%,6%,-1.4%,i,8.7
Cc1cc(C)nc(NS(=O)(=O)c2ccc(N/C=C/C(=O)c3ccc(Cl)cc3)cc2)n1,-15%,7%,-42%,5.0%,19%,0.4%,-30%,21%,i,0.7
N#CCCN(Cc1cccnc1)C(=S)Nc1ccc(OC(F)F)cc1,1%,11%,-5%,-1.2%,0%,-0.2%,12%,-1.2%,i,0.3
CCn1c(C)c(C2=CCN(S(=O)(=O)c3ccccc3)CC2)c2ccccc21,-6%,16%,-34%,11%,-19%,-0.3%,9%,17%,i,0.5
COCCNC(=S)N(CCc1c(C)[nH]c2ccc(C)cc12)Cc1cccnc1,-1%,0%,-1%,-3.6%,13%,-0.2%,-6%,-1.9%,i,0.7
CCOC(=O)c1c(C)n(OC)c2ccc3c(no[n+]3[O-])c12,15%,-13%,-20%,1.1%,14%,-0.1%,15%,-1.6%,i,4.6
COc1cccc(N2CC(C(=O)Nc3ccc(C(=O)OC(C)C)cc3)CC2=O)c1 (stereo unspecified),8%,3%,-7%,4.3%,-19%,-0.1%,3%,-1.1%,i,1.1
COc1cccc(NC(=O)Nc2nc(SC(C)(C)C)ns2)c1,6%,7%,40%,-3.2%,3%[20 µM],1.1%,32%,4.1%,i,0.2
CC1CCCC(NC(=O)CCS(=O)(=O)c2ccc3c(c2)NC(=O)CS3)C1C (stereo unspecified),11%,?,-8%,0.9%,-21%,0.0%,2%,0.6%,i,3.2
O=C(C1CC1)N1CCc2cc(S(=O)(=O)NC3CCN(Cc4ccccc4)CC3)ccc21,4%,6%,28%,5.3%,-1%,1.0%,20%,-1.9%,i,0.4
COc1ccc(OC)c(Nc2nc(N)c([N+](=O)[O-])c(NC3CCCCC3)n2)c1,4%,0%,-8%,-0.9%,-14%,0.0%,-37%,1.7%,i,0.4
CCCOC(=O)c1cccc(NC(=O)COc2ccc([N+](=O)[O-])cc2)c1,-6%,-5%,2%,-2.7%,10%,0.0%,-1%,2.3%,i,0.3
COc1ccc(C(=O)NC(Oc2ccccc2)C(Cl)(Cl)Cl)cc1 (stereo unspecified),2%,-7%,2%,0.3%,2%,-0.1%,3%,0.5%,i,1.3
COc1ccccc1C1c2[nH]c3ccccc3c2CCN1Cc1ccc(NC(C)=O)s1 (stereo unspecified),-17%,-8%,-2%,2.2%,11%,-0.1%,8%,-1.5%,i,1.2
O=C(Nc1cccc2c1C(=O)NC2=O)c1ccc(S(=O)(=O)N2CCCC2)cc1,-9%,0%,10%,16%,-2%,0.1%,-1%,-0.4%,i,0.6
O=C(NC(=S)NCC1CCCO1)c1cccc([N+](=O)[O-])c1 (stereo unspecified),-2%,-7%,-22%,-2.3%,/,-0.4%,12%,-0.2%,i,0.8
COCCN1C(=O)c2ccc(C(=O)O)cc2C1=O,1%,5%,4%,-2.3%,-2%,-0.1%,13%,-0.4%,i,0.3
CN(C)C(/C=C/Nc1ccc(Br)cc1)=C(C#N)C#N,-4%,2%,-24%,-2.3%,-19%,0.3%,6%,-1.4%,i,0.2
CCn1c(=O)c(C(=O)CN2CCN(S(=O)(=O)c3ccc(C)cc3C)CC2)c(N)n(Cc2ccccc2)c1=O,20%,16%,-12%,10%,5%,-0.3%,24%,1.3%,i,0.7

# Quoted from the listing:
# `CCOC(=O)c1c(C)n(OC)c2ccc3c(no[n+]3[O-])c12` in GPR35 antagonists: 15%
# `O=S(=O)(c1ccc2c(c1)OCCO2)N1CCN(c2nc3ccccc3s2)CC1` in NOD1 NF-kB reporter: -23%

# 3 entries already listed, ordered by the number in NOD1 NF-kB reporter, largest number first:
Compound | GPR35 antagonists | NOD1 NF-kB reporter | KOR beta-arrestin-1 | KOR beta-arrestin-2 | HEK293 NOD2/NF-kB | HIV peptide binding | Myeloid diff MLP GFP+ MAC1+ %
COc1ccc(C(=O)NC(Oc2ccccc2)C(Cl)(Cl)Cl)cc1 (stereo unspecified) | 2% | 2% | 0.3% | 2% | 3% | 0.5% | 1.3
COc1ccccc1C1c2[nH]c3ccccc3c2CCN1Cc1ccc(NC(C)=O)s1 (stereo unspecified) | -17% | -2% | 2.2% | 11% | 8% | -1.5% | 1.2
COc1ccc(OC)c(Nc2nc(N)c([N+](=O)[O-])c(NC3CCCCC3)n2)c1 | 4% | -8% | -0.9% | -14% | -37% | 1.7% | 0.4

# (more compounds)
SMILES,GPR35 antagonists,GPR55 antagonists,NOD1 NF-kB reporter,KOR beta-arrestin-1,KOR beta-arrestin-2,GPR55 activation,HEK293 NOD2/NF-kB,HIV peptide binding,Myeloid diff MLP,Myeloid diff MLP GFP+ MAC1+ %
Cc1cc(C(=O)NC(C)c2ccncc2)no1 (stereo unspecified),-4%,-6%,-17%,-1.9%,27%,-0.1%,-1%,-1.1%,i,15
CC(CN1CCCCC1)OC(=O)C1c2ccccc2Oc2ccccc21 (stereo unspecified),12%,0%,19%,-1.1%,-12%,0.0%,10%,-1.4%,i,0.6
Clc1ccc(CNC2CCN(Cc3ccccc3)CC2)cc1,0%,2%,-5%,4.7%,-58%[20 µM],0.5%,-8%,-0.3%,i,0.5
CC(C)C(=O)Nc1ccc(NC(=S)NC(=O)c2cc3ccccc3o2)cc1,-4%,-1%,-8%,1.3%,-26%,0.0%,-9%,0.7%,i,0.1
Cc1ccc(S(=O)(=O)Nc2ccc(C(=O)NCc3ccccn3)cc2)cc1,15%,16%,-7%,0.0%,21%,0.2%,1%,1.6%,i,0.9
O=C(NC1CCCC1)c1cnc2n(c1=O)CCS2,4%,-16%,17%,2.6%,-42%,0.0%,-5%,-0.8%,i,4.7
COc1cc(OC)cc(C(=O)Nc2ccc(C(=O)NCC3CCCO3)cc2)c1 (stereo unspecified),-16%,8%,-20%,-1.6%,-10%,0.3%,2%,1.2%,i,0.3
O=C1COc2ccc(C(=O)COC(=O)c3cccnc3Cl)cc2N1,16%,-4%,-11%,-2.3%,5%,-0.2%,20%,-0.6%,i,0.2
O=C1c2ccccc2C(=O)N1CC(=O)N1c2ccccc2Sc2ccc(C(F)(F)F)cc21,5%,0%,6%,2.7%,-32%,-0.1%,-8%,-3.1%,i,0.2
Cc1ccc(CCNC(=O)CN2CCN(Cc3ccccc3F)C2=O)cc1,9%,-17%,-2%,-1.8%,-6%,-0.2%,9%,13%,i,0.4
Cc1ccc(CCNC(=O)C23C[C@H]4C[C@@H](C2)CC(n2nnc(C)n2)(C4)C3)cc1,22%,9%,-3%,-20%,8%,0.5%,8%,-0.1%,i,0.5
CC(=O)c1c(N2CCCC2)[nH]c(-c2ccccc2)nc1=S,6%,17%,1%,7.8%,6%,-0.1%,7%,-3.0%,/,/
CS(=O)(=O)c1cccc(S(=O)(=O)N2CCN(c3ccccn3)CC2)c1,13%,-8%,-32%,-0.5%,-21%,-0.3%,1%,1.9%,i,0.3
Cn1cnc([N+](=O)[O-])c1S(=O)(=O)c1ccc(Cl)cc1,15%,-1%,-30%,-5.3%,15%,-0.1%,-11%,-0.3%,?,/
COc1ccc(CCNS(=O)(=O)c2ccc(Br)cc2)cc1,-6%,-5%,-8%,2.2%,-37%[20 µM],-0.4%,12%,-0.3%,i,0.1
Cc1nn(-c2ccccc2Cl)c(Cl)c1/C=C(\C#N)C(N)=O,-9%,5%,-6%,1.7%,4%,1.1%,-7%,1.9%,i,0.6
Cc1cc(C)c(S(=O)(=O)Nc2ccccc2C(=O)N2CCCC2)c(C)c1,-2%,-3%,-33%,1.6%,2%,0.2%,-11%,-0.2%,i,0.7
O=C(NCc1ccccc1)c1c(O)c2ccccc2[nH]c1=O,-10%,0%,-83%,-1.5%,-18%,-0.2%,0%,0.7%,i,0.4
CC(C(O)C12CC3CC(CC(C3)C1)C2)N1CCCCC1 (stereo unspecified),-12%,33%,-26%,-3.4%,-9%,0.1%,-6%,0.7%,i,0.2
C=CCOc1ccc2oc(=O)cc(C)c2c1,-2%,2%,-13%,1.3%,/,-0.4%,15%,-1.2%,i,1.6
O=C(N/N=C/c1ccc(Cl)cc1)c1cc2c(s1)-c1ccccc1CC2,10%,-3%,-9%,-1.4%,-12%,0.0%,-34%,0.9%,i,0.3
CCC(C)N(C(=O)c1csnn1)C(C(=O)NC1CCCC1)c1c(F)cccc1Cl (stereo unspecified),6%,4%,-22%,6.1%,-20%,-0.4%,4%,1.1%,i,1.5
O=C(CCN1CCC(c2ccc(Cl)s2)=N1)c1ccc(Cl)s1,5%,4%,-13%,0.7%,-6%,0.6%,-3%,0.4%,i,0.8
COc1ccc(C2C(C)C3(O)CC(C#N)(C(=O)N3)C2(C#N)C#N)cc1 (stereo unspecified),-21%,15%,-1%,0.7%,8%,0.9%,10%,1.3%,i,0.8
CCOc1cc(C)c(S(=O)(=O)NC2CCCCC2)cc1C,8%,12%,-9%,7.1%,-57%,0.2%,-8%,-1.1%,i,0.6
COc1cccc(NC(=O)Cc2c(O)c3ccccc3[nH]c2=O)c1,0%,-14%,3%,-8.4%,22%,-0.2%,-16%,-2.3%,i,0.7

# Entries of single compounds from above. Order of screens: GPR35 antagonists | GPR55 antagonists | NOD1 NF-kB reporter | KOR beta-arrestin-1 | KOR beta-arrestin-2 | GPR55 activation | HEK293 NOD2/NF-kB | HIV peptide binding | Myeloid diff MLP | Myeloid diff MLP GFP+ MAC1+ %
# `COc1ccc(C2C(C)C3(O)CC(C#N)(C(=O)N3)C2(C#N)C#N)cc1` (stereo unspecified) is listed with -21% | 15% | -1% | 0.7% | 8% | 0.9% | 10% | 1.3% | i | 0.8
# `Cn1cnc([N+](=O)[O-])c1S(=O)(=O)c1ccc(Cl)cc1` is listed with 15% | -1% | -30% | -5.3% | 15% | -0.1% | -11% | -0.3% | ? | /

# Compound activity (PubChem)
